Screening data (PubChem)
PriA SSB inh – inhibitors of Klebsiella pneumoniae PriA binding to SSB C-terminal tail | AlphaScreen SSBct-PriA binding, biotinylated peptide | inhibition, % at 33 µM | hit rate 0.6% among 430,000 | AID 1272365; in the data active = inhibition mostly above about 37%, no sharp cut-off; inactive = mostly below about 20%;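 note: plate controls were negative control peptide for no effect and reference peptide for full effect; strong numbers were not always called active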
* marks the source's active call; other numbers are inactive results; & = joins results of further samples. Only part of the results is shown; the hit share may differ from the screen's.

A first look:
SMILES | PriA SSB inh
CC(CC(=O)Nc1cccc(C(F)(F)F)c1)=NNC(=O)c1cnccn1 | -1
O=C(CSc1nnc(-c2ccc(Cl)cc2)n1-n1cccc1)Nc1ccc(OC(F)F)cc1 | -9
Cc1ccccc1-c1ccc(=O)[nH]n1 | 2
C=CCn1c(SCC(=O)Nc2sc(C)c(C)c2C(=O)OCC)nc2sc3c(c2c1=O)CCCC3 | -5
CCOc1ccc2nc(N(CCCN3CCOCC3)C(=O)c3ccno3)sc2c1 | -7
COc1ccc(-c2cnc(SCc3ccc(F)cc3)n2Cc2ccco2)cc1 | 21
CCOc1ccc2ccccc2c1C=NNC(=O)OC | -8
S=c1[nH]nc(-c2cc(-c3ccccc3)n[nH]2)n1N=Cc1ccc(Cl)cc1 | -6
COc1ccccc1CC(N)=NOC(=O)COc1ccc(C)cc1C | -112
Cc1noc(C)c1C(=O)N1CCC(c2cc(C(=O)Nc3ccccc3F)n[nH]2)CC1 | -9
Clc1ccc(CN2CCC(Cn3cccn3)CC2)cc1Cl | -12
O=C(Nc1ccc(F)cc1)N1CCC(CNC(=O)C2(c3ccc(Cl)cc3)CCCC2)CC1 | -5
O=C(NCc1cc(-c2ccc3c(c2)OCO3)on1)c1ccncc1 | -12
O=C(Cc1csc(Nc2ccccc2)n1)NCCCc1ccccc1 | 15
O=C(c1ccno1)N1CCC(c2cccs2)CC1 | -9
O=S(=O)(Nc1ccc2c(c1)N(S(=O)(=O)c1ccc(F)cc1)CCC2)C1CCCCC1 | -17
C=CCOc1ccc(C=NNc2ccccn2)cc1OC | 0
COC(=O)c1ccc(NC(=O)CSc2nnc(-c3ccccc3Cl)n2-n2cccc2)cc1 | -18
Cc1cc(NC(=O)c2ccccc2C(F)(F)F)n(-c2nc3c(cnn3-c3ccccc3)c(=O)[nH]2)n1 | 24
COc1ccccc1CNC(=O)C(=O)Nc1cccc(Cl)c1C | 7
O=c1c2cn(Cc3ccc(F)cc3)c3ccc(F)cc3c-2nn1Cc1cccc(Cl)c1 | -3

The list itself, from the start:
SMILES | PriA SSB inh
CC(CC(=O)Nc1cccc(C(F)(F)F)c1)=NNC(=O)c1cnccn1 | -1
O=C(CSc1nnc(-c2ccc(Cl)cc2)n1-n1cccc1)Nc1ccc(OC(F)F)cc1 | -9
Cc1ccccc1-c1ccc(=O)[nH]n1 | 2
C=CCn1c(SCC(=O)Nc2sc(C)c(C)c2C(=O)OCC)nc2sc3c(c2c1=O)CCCC3 | -5
CCOc1ccc2nc(N(CCCN3CCOCC3)C(=O)c3ccno3)sc2c1 | -7
COc1ccc(-c2cnc(SCc3ccc(F)cc3)n2Cc2ccco2)cc1 | 21
CCOc1ccc2ccccc2c1C=NNC(=O)OC | -8
S=c1[nH]nc(-c2cc(-c3ccccc3)n[nH]2)n1N=Cc1ccc(Cl)cc1 | -6
COc1ccccc1CC(N)=NOC(=O)COc1ccc(C)cc1C | -112
Cc1noc(C)c1C(=O)N1CCC(c2cc(C(=O)Nc3ccccc3F)n[nH]2)CC1 | -9
Clc1ccc(CN2CCC(Cn3cccn3)CC2)cc1Cl | -12
O=C(Nc1ccc(F)cc1)N1CCC(CNC(=O)C2(c3ccc(Cl)cc3)CCCC2)CC1 | -5
O=C(NCc1cc(-c2ccc3c(c2)OCO3)on1)c1ccncc1 | -12
O=C(Cc1csc(Nc2ccccc2)n1)NCCCc1ccccc1 | 15
O=C(c1ccno1)N1CCC(c2cccs2)CC1 | -9
O=S(=O)(Nc1ccc2c(c1)N(S(=O)(=O)c1ccc(F)cc1)CCC2)C1CCCCC1 | -17
C=CCOc1ccc(C=NNc2ccccn2)cc1OC | 0
COC(=O)c1ccc(NC(=O)CSc2nnc(-c3ccccc3Cl)n2-n2cccc2)cc1 | -18
Cc1cc(NC(=O)c2ccccc2C(F)(F)F)n(-c2nc3c(cnn3-c3ccccc3)c(=O)[nH]2)n1 | 24
COc1ccccc1CNC(=O)C(=O)Nc1cccc(Cl)c1C | 7
O=c1c2cn(Cc3ccc(F)cc3)c3ccc(F)cc3c-2nn1Cc1cccc(Cl)c1 | -3
O=C(CSCc1ccccc1)NCC1CCN(c2nc3ccccc3o2)CC1 | -11
Cn1cnc(S(=O)(=O)NCCn2nc(-c3ccncc3)cc2C2CC2)c1 | -1
COc1cc(C(=O)NN=C2CCS(=O)(=O)c3ccc(F)cc32)cc(OC)c1OC | -11
CCCS(=O)(=O)N1CCc2ccc(NS(=O)(=O)c3ccc(Cl)s3)cc2C1 | -13
Cc1ccc(-c2ccc(=O)n(CCNC(=O)Nc3cccc(C(F)(F)F)c3)n2)cc1 | 7
CC(=O)Nc1cccc(NC(=O)C(=O)NCCN2CCOC(c3ccccc3)C2)c1 (configuration not stated) | -1
O=c1[nH]c2nc(NCCCn3cccn3)ncc2c(=O)n1-c1ccccc1 | -7
Cn1c(/C(C#N)=C/c2ccc(Br)cc2)nc2ccccc21 | -13
CCOC(=O)c1oc2ccccc2c1NC(=O)COc1ccc(C(C)C)cc1 | -1
O=C(NCC#CCN1CCCC1)NCCc1ccccc1 | -5
Cc1cccc(Nc2ccc(N3CCN(S(=O)(=O)c4cccs4)CC3)nn2)n1 | -10
COc1ccc2sc(N(CCN3CCOCC3)C(=O)c3ccnn3C)nc2c1 | -3
COc1ccc(CCC(=O)NCCc2nc(C)cc(C(F)(F)F)n2)cc1 | -17
COc1ccc([C@H]2CCN(C(=O)Cn3c(=O)oc4ccccc43)C2)cc1 | 2
CC(=O)Nc1ccc(C=NNC(=O)c2cccc(S(=O)(=O)N3CCOCC3)c2)cc1 | -5
COc1ccc(CCNC(=O)CC(C)=NNC(=O)c2ccc(N)cc2)cc1OC | -3
COc1ccc(C(=O)NN=C2CCc3ccccc32)cc1OC | -7
CC(=O)Nc1ccc(SCC(=O)Nc2ccc(C)c(Cl)c2)nn1 | -15
C=CCn1c(SCCCC(=O)NC2CCCCC2)nc2sc(C)c(C)c2c1=O | -17
O=C(NCCNc1cc(-n2cccc2)ncn1)c1cccs1 | -16
O=c1c2ccccc2nc(SCc2nc(-c3cccc(Cl)c3)no2)n1Cc1cccs1 | -4
COc1ccc(CCNc2ccc3nnc(CCNC(=O)c4ccc(C)cc4)n3n2)cc1OC | -4
N#Cc1c(N=Cc2ccc(-c3ccc(C(=O)O)c(Cl)c3)o2)sc2c1CCCC2 | 13
O=C(CSc1nc2c(cnn2-c2cccc(Cl)c2)c(=O)[nH]1)Nc1ccccc1F | 11
COC(C)(CNC(=O)c1csc(-c2ccccc2)n1)c1ccccc1F (configuration not stated) | -4
CCOC(=O)c1nn(-c2ccc(C)cc2)c(=O)c2c(NC(=O)c3cc4ccccc4oc3=O)scc12 | 8
COC(=O)Cc1cc(=O)[nH]c(N=C(N)Nc2ccccc2C)n1 | -6
COc1cccc(C(=O)N2CCN(c3ccccc3)CC2)c1OC | -20&-17
O=C(NCC(c1ccsc1)N1CCc2ccccc2C1)C(=O)Nc1ccc2c(c1)OCO2 (configuration not stated) | -12
Cc1nnc(SCC(=O)N2CCN(c3ccccc3)CC2)c2c1cnn2-c1ccccc1 | 10
O=C1C[C@H](c2noc(-c3ccc[nH]c3=O)n2)CN1Cc1ccccc1 | -14
COCc1cc(=O)[nH]c(N=C(N)Nc2ccc(C)cc2C)n1 | 0
Cn1nnc2c(Nc3cccc4ccccc34)ncnc21 | 6
CCCCC(=O)Nc1nnc(-c2ccc(OC)cc2OC)s1 | -11
COc1cc2c(cc1OC)CNCC2 | 26
O=C(Cc1noc2ccccc12)NCCOc1ccc(-c2ccccc2)nn1 | -11
Cc1cc2ncc(CCCNC(=O)c3ccno3)cn2n1 | 8
O=S(=O)(NCc1ccc2[nH]c3c(c2c1)CCCC3)c1ccc2ccccc2c1 | 45
OCc1cccc2cccnc12 | 41

(listing goes on)
SMILES | PriA SSB inh
COCCCN1C(=O)C(=O)C(=C(O)c2ccc(S(=O)(=O)N3CCCCC3)cc2)C1c1ccc(O)cc1 (configuration not stated) | 11
CCOc1ccc(-c2noc(-c3cnn4c(C)c(Cc5ccccc5C)c(C)nc34)n2)cc1OC | -11
Cn1cc(S(=O)(=O)N2CCCN(S(=O)(=O)c3ccc4oc(=O)[nH]c4c3)CC2)cn1 | -12
O=C(Nc1nnc(Cc2ccc3c(c2)OCO3)o1)c1ccc([N+](=O)[O-])s1 | -31
COc1cccc(C=NNC(=O)NC23CC4CC(CC(C4)C2)C3)c1O | 10
COc1ccc(C(=O)Nc2ccc3c(c2)N(C(=O)C2CCCO2)CC3)c(OC)c1OC (configuration not stated) | 6
O=C(C(N=Nc1cccc(C(F)(F)F)c1)=C(O)c1cccs1)C(F)(F)F | 7
Cc1cc(NC(=O)c2cccs2)n(-c2nc3c(F)cccc3s2)n1 | -8
O=C(CSc1nc2ccccc2o1)N1CCCCC1 | -5
Cc1cc(C)n(CCN2CCN(S(=O)(=O)c3cc(F)cc(F)c3)CC2)n1 | 1
CC(C)C(=O)N1CCc2ccc(NC(=O)c3cccc(F)c3)cc2C1 | 3
COC(=O)Cn1c(=NC(=O)CCOc2ccccc2)sc2cc(Br)ccc21 | 9
O=C(NCC(c1ccc2c(c1)OCO2)N1CCN(c2ccccc2F)CC1)NC1CCCCC1 (configuration not stated) | 2
CC(=O)c1cccc(NC(=O)c2ncc(-c3ccccc3)o2)c1 | -6
O=C(Nc1cnc2ccnn2c1)c1ccccc1S(=O)(=O)C(F)F | -17
CCCN(CCC)S(=O)(=O)c1ccc(C(=O)Nc2cccc3c(NC(=O)c4ccc(S(=O)(=O)N(CCC)CCC)cc4)cccc23)cc1 | 0
CC(CC(=O)Nc1cc(Cl)ccc1Cl)=NNC(=O)c1ccco1 | -10
O=C(NC1CCS(=O)(=O)C1)c1ccc(I)cc1 (configuration not stated) | 8
O=C(Nc1cnc(Oc2ccccc2)nc1)c1cnccn1 | -48
O=C(CCCc1ccccc1)Nc1c(C(=O)Nc2ccc(F)c(Cl)c2)oc2ccccc12 | -9
CC(=O)c1cccc(NC(=O)CSc2ncc(-c3cccc(Br)c3)o2)c1 | -8
Cc1noc(C)c1COc1ccc(OCc2c(C)noc2C)cc1 | -5
CCOc1ccc(S(=O)(=O)NCC2CCN(C3CCCC3)CC2)cc1 | 2
O=C1C2N=NN(Cc3nc(-c4ccc5c(c4)OCO5)no3)C2C(=O)N1c1ccc2c(c1)CCC2 (configuration not stated) | -11
O=C1c2ccccc2C(=O)N1CCCC(=O)N1C2CCC1COC2 | -17
COc1nccc(NS(=O)(=O)c2ccc(NC(=O)CN3C(=O)c4ccccc4C3=O)cc2)n1 | -5
O=C(CNC(=O)c1ccco1)N/N=C\c1c[nH]c2ccccc12 | 5
O=S(=O)(NCCc1csc(-n2cccn2)n1)c1cccc(C(F)(F)F)c1 | -7
CSc1ccccc1C(=O)NNC(=O)c1ccc(=O)n(Cc2ccc(Cl)cc2)c1 | -1
COc1ccc(NC(=O)CCc2nc3sc4c(c3c(=O)[nH]2)CCC(C(C)(C)C)C4)cc1 (configuration not stated) | -12
COc1cc(C=NNC(=O)C(=O)C=C2NC3(CCCC3)Cc3ccccc32)ccc1O | 22
COc1ccc2cc(C(=O)NCC3(O)CCc4ccccc43)[nH]c2c1 (configuration not stated) | -10
CN(C)c1ccc(C=C2C(=O)c3ccccc3C2=O)cc1 | -7
COc1ccc(-n2ccn3c(C)nnc3c2=O)cc1Cl | -7
O=C(NCc1ccc2c(c1)OCO2)C(=O)NC[C@@H](c1cccs1)N1CCOCC1 | -5
CCCC(=O)Nc1ccc(S(=O)(=O)Nc2ccc3c(c2)N(C(=O)COC)CCC3)cc1 | 11
CCOc1ccc(CC(=O)Nc2ccc(-c3nc4cccnc4s3)cc2C)cc1 | -16
Cc1ccc(C)c(NC(=O)Cc2cc(=O)[nH]c(SCc3ccccc3F)n2)c1 | -1
NCCS(=O)(=O)N1CCN(c2cccc(Cl)c2)CC1 | -7
CCOC(=O)c1cc(OCC(=O)Nc2ccc(Br)cc2)c2cc(Cl)ccc2n1 | -27
COc1ccc(S(=O)(=O)NCC2CCN(S(=O)(=O)c3cccnc3)CC2)c(C)c1 | 10
CCc1ccccc1NC(=S)N=C(N)Nc1nc(C)c2cc(C)ccc2n1 | -11
COC(=O)c1ccccc1NC(=O)c1c(C)coc1C | -16
CCOc1ccccc1C=Nn1c(C2CCCCC2)n[nH]c1=S | 2
Fc1ccc(C=NNC(=S)Nc2ccc(Cl)cc2)cc1F | 0
COc1ccccc1-n1ncc2c(C)n[nH]c(=O)c21 | -2
CON=CNC(=O)Cc1cn(-c2ncc(C(F)(F)F)cc2Cl)c2ccccc12 | -8
Cc1cc(C(=O)NCCn2ncc3c(N4CCOCC4)ncnc32)no1 | 0
Cc1onc(-c2ccccc2)c1C(=O)NN=Cc1cn(C)c2ccccc12 | 6
O=C(Nc1c(F)cccc1F)N1CCC(Cn2cccn2)CC1 | -14
Cc1ccc(NC(=O)N2CCC(S(=O)(=O)c3ccc(F)cc3)CC2)cc1C | -8
Cc1nc(-n2nc(-c3cccs3)cc2NC(=O)c2ccc3c(c2)OCO3)[nH]c(=O)c1C | -5
O=C(Cc1cc(-c2cccs2)on1)NCc1ccc(F)cc1 | -5
CCCN1C(=O)C(C)(C)COc2cc(NS(=O)(=O)c3ccc(OC)c(Cl)c3)ccc21 | 3
C1=CC2CCC(C1)N2 (configuration not stated) | 1
COc1ccc(CNC(=O)Cc2csc(Nc3ccccc3)n2)cc1 | 7
COc1cccc(C2=Nc3ccccc3N=C(SCC(=O)Nc3cccc(C)c3)C2)c1 | 15
Cc1ccc2sc(N(Cc3ccccn3)C(=O)CCOc3ccccc3)nc2c1C | -12
Cc1noc(C)c1CC(=O)NCCn1nc(-c2ccncc2)cc1C | 1
CS(=O)(=O)c1ccc(C(=O)Nc2nnc(C3CCCO3)o2)cc1 (configuration not stated) | -1

Following part.
SMILES | PriA SSB inh
COc1ccc(N2CC(C(=O)NN=Cc3c[nH]c4ccccc34)CC2=O)cc1 (configuration not stated) | 10
O=C(NCCCn1ccnc1)Nc1ccc(F)c(Cl)c1 | 43
O=C(CCc1csc2nc(C3CC3)cn12)N1CCN(c2ccc(C(F)(F)F)cn2)CC1 | -11
CS(=O)(=O)N1CCc2nc(NC(=O)c3cc(=O)c4ccccc4o3)sc2C1 | -1
O=C(CN1CCC(c2nnc(-c3ccsc3)o2)CC1)Nc1ccccc1F | -7
